Screening data as filed in PubChem BioAssay.
IP6K1 inhibitor: blocks human inositol hexakisphosphate kinase 1. Q92551. IP6K1 kinase, ADP-Glo luminescence, 2 h; hits give low values. activity change, % (series mostly up to about 58 µM). 140,000 tested, 0.81% active. AID 1645851; in the data active = activity change below about -25%
Target sequence (Q92551 whole entry, looked up): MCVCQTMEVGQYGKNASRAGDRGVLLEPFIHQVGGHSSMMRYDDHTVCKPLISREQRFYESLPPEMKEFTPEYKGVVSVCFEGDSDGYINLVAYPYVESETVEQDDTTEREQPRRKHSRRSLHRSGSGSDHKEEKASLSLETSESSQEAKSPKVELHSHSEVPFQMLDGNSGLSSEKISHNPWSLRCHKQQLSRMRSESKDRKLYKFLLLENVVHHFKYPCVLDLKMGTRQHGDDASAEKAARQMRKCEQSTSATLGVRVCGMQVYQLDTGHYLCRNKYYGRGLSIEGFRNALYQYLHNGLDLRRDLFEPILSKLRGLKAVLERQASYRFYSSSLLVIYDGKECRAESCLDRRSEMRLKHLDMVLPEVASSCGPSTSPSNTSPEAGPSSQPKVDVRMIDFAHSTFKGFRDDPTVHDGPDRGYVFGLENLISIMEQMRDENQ
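ADP-Glo luminescence measures ADP made by human IP6K1 during a 2 h RT reaction with ATP/IP6 (mix at 1.3 mM/130 uM); top library doses 57.5 and 19.1 uM final.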
SNCA viab count: reduces viability of HEK-293 SNCA reporter cells | HEK-293-SNCA-luc viability, GF-AFC fluorescence, 24 h | Potency, µM (doses to about 57.1 µM), without a hit: top-dose activity change, negative = cytotoxicity, most hits filed as cytotoxic | 150,000 tested, 0.12% active | AID 1671193;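 also: potency is read from the fitted curve at half-maximal effect; 0% = DMSO-treated cells and -100% = medium-only wells without cells; nearly all actives have a fitted effect of over 30% in size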
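Cytotoxicity counterscreen: after 24 h compound treatment of genome-edited SNCA-luciferase HEK-293 cells, live-cell protease substrate GF-AFC read by fluorescence after 30 min; activity scaled between DMSO (0%) and medium-only (-100%), curves Hill-fitted.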
3T3 cytotox: cytotoxic compounds in NIH 3T3 cells; NIH 3T3 viability, CellTiter-Glo ATP luminescence, 48-72 h; Potency, µM (series often up to 96.7 µM), inactives show at the highest dose activity change, negative = cytotoxicity, most hits filed as inhibitors; 94,000 tested, 4.3% active; AID 1345082; also: potency is read from the fitted curve at half-maximal effect; nearly all actives have a fitted effect of over 55% in size
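ATP-dependent luminescence (CellTiter-Glo) served as the viability signal for NIH 3T3 cells treated with compound for 48 or 72 hr at 37 °C.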
HEK cytotox: HEK 293 cell cytotoxicity; 94,000 tested, 6.6% active; HEK 293 viability, ATP luminescence (CellTiter-Glo), 48-72 h; Potency, µM (doses to about 115 µM), without a hit: at the top dose activity change, negative = cytotoxicity, most hits filed as inhibitors; also: potency is read from the fitted curve at half-maximal effect; nearly all actives have a fitted effect of over 60% in size
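HEK 293 cells at 250 cells/well were exposed to compounds by pintool transfer for 48 or 72 hr at 37 degree Celsius, 5% CO2. Viability was read as ATP-coupled luminescence with CellTiter-Glo after 10 min at room temperature.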
SNCA expr inh: inhibitors of alpha-synuclein (SNCA) gene expression | HEK-293 SNCA-luciferase knock-in, luminescence, 24 h | Potency, µM (top dose mostly 57.2 µM), inactives show at the highest dose activity change, negative = inhibition, most hits filed as inhibitors | 140,000 tested, 0.17% active | AID 1671194;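 also: potency is read from the fitted curve at half-maximal effect; plate controls were DMSO cells for no effect and cell-free wells for full effect; nearly all actives have a fitted effect of over 45% in size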
GPT2 inh: GPT2 alanine aminotransferase inhibition; 100,000 tested, 0.25% active; Q8TD30; Potency, µM (series often up to 57.7 µM), inactives show at the highest dose activity change, negative = inhibition, usual class: inhibitors; Recombinant GPT2, coupled pyruvate oxidase/HRP Amplex Red fluorescence; also: potency is read from the fitted curve at half-maximal effect; nearly all actives have a fitted effect of over 60% in size; many of its hits are not listed in these tables
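Recombinant GPT2 (10ng/uL) with 250uM a-KG and 2mM L-alanine, 30 min at room temperature, in HEPES pH 7.5 buffer. Pyruvate detected by pyruvate oxidase/HRP/Amplex Red fluorescence after 30 min in the dark; AOA (50uM) as positive control.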
Luciferase inh: Photinus pyralis luciferase inhibition; P08659; purified P. pyralis luciferase, luminescence, biochemical; Potency, µM (doses to about 115 µM), without a hit: top-dose activity change, negative = inhibition, most hits filed as inhibitors; 76,000 tested, 2.5% active; AID 1347043; also: potency is read from the fitted curve at half-maximal effect; nearly all actives have a fitted effect of over 65% in size
Target sequence (P08659 whole entry, looked up): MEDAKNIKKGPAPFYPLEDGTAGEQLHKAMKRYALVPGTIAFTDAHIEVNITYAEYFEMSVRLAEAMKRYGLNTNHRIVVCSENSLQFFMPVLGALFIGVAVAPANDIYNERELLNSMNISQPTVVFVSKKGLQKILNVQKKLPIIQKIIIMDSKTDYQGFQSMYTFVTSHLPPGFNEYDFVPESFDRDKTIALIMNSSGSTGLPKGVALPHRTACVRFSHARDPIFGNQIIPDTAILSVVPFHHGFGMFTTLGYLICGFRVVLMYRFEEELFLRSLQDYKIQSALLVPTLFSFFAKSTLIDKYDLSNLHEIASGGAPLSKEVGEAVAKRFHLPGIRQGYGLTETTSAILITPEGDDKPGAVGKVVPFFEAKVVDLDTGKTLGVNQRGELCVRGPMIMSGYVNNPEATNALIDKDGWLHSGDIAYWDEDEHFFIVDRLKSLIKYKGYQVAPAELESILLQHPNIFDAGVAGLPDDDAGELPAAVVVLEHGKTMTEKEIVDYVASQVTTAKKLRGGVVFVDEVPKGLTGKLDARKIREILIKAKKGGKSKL
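Inhibitors were tested against purified firefly luciferase in a biochemical, low-substrate format (both substrates at 10uM) and luminescence measured with a CCD imager.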
Active calls of the source: *; i = inactive; u = inconclusive; x = not tested or not shown; & = joins results of further samples; [ ] = dose if it differs, or a comment. Unless noted, calls follow the shape of the dose curve; as a rule, active = well fitted curve in the direction sought with a large enough effect; inconclusive = small, poorly fitted or top-dose-only effect, or another doubt; inactive = no such curve, though single readings can be large; an effect the other way counts as inactive or inconclusive. Unless noted, % is scaled to controls: 0 for no effect and ±100 for the full control effect. Some of the compounds tested, so the mix of outcomes need not match the whole.

SMILES	IP6K1 inhibitor	SNCA viab count	3T3 cytotox	HEK cytotox	SNCA expr inh	GPT2 inh	Luciferase inh
O=C(NCC1CC1)C1CCCN1c1nccc(Nc2ccccc2F)n1 (centres undefined)	-2	-3%[12.5 µM]	-28%[138 µM]	u	-5%[87.6 µM]	i	x
Cc1nnn2c(C(=O)N(C)C)cccc12	8	-10%[87.6 µM]	-1%[174 µM]	4%[230 µM]	22%[87.6 µM]	1%[88.5 µM]	-4%[230 µM]
COc1ccc(CNC(=O)[C@H]2O[C@H](CCN3CCC(CO)CC3)CC[C@@H]2O)cc1	15	8%[87.6 µM]	-10%[174 µM]	i	-18%[87.6 µM]	-7%[88.5 µM]	6%[172 µM]
CN1CC(=O)N(C2CCCNC2)Cc2c(NCCN3CCOCC3)ncnc21 (centres undefined)	8	-1%	-5%	1%	-14%	i	x
Cc1cccc(C)c1NC(=O)CSc1nc(-c2cccs2)cc(C(F)(F)F)n1	7	-9%	x	x	-14%	x	x
COc1ccc(CN2CCC(N3CCOCC3=O)CC2)cc1	-14&-15	7%	i	-3%[172 µM]	6%	-6%	x
Cc1ccc(CN2CCC3(CC2)Cc2ccccc2CNC3=O)cc1	2	-6%	u	u	13%	4%	x
O=C(CCS(=O)(=O)c1ccc(Br)cc1)Nc1ccc(F)cc1F	2	3%	x	x	u	x	x
O=C(c1ccccc1Cl)N1CCC(N2CCCCCC2=O)CC1	6	-4%	-13%	-9%	13%	i	-1%
O=C(Nc1ccc(F)cc1)c1ccc2nc(-c3ccncc3)oc2c1	4	-3%[87.6 µM]	-22%[138 µM]	-34%[172 µM]	33%[activator][87.6 µM]	i	x
CCC1CN(C(=O)N2CCC(C(=O)NCc3ccc(C)o3)CC2)c2cc(C)ccc2O1 (centres undefined)	6	0%	x	x	-9%	x	x
CCOc1ccc(Nc2nc(N)c(C(=O)c3ccccc3Cl)s2)cc1	-19	u	x	x	u	x	x
NS(=O)(=O)c1ccc(CCNC(=O)Cn2c(-c3cccs3)cc3ccccc32)cc1	-19	5%	x	x	-3%	x	x
COc1cccc(CC(=O)NCc2nnc3ccc(-c4ccccc4)nn23)c1	15	-13%	-17%	2%	-14%	-2%	4%
CS(=O)(=O)N1CCCN(C(=O)NCCc2ccccc2)CCNC(=O)CC1c1ccccc1 (centres undefined)	12	5%	2%	2%	6%	u	-9%
COCCN1CCOc2nc(-c3cccc(OC(F)(F)F)c3)ncc2C1=O	-5	-12%[87.6 µM]	u	u	4%[87.6 µM]	-19%[88.5 µM]	16µM*
Cc1ccc(S(=O)(=O)NC[C@H]2O[C@@H](CC(=O)N3CCOCC3)[C@H](O)[C@@H]2O)cc1	5	-2%[87.6 µM]	-3%[174 µM]	2%[172 µM]	5%[87.6 µM]	1%[88.5 µM]	2%[172 µM]
COc1cc(NS(=O)(=O)c2cc3c(cc2C)N(C)CCO3)cc(OC)c1OC	17	9%	x	x	-14%	x	x
O=C(Cc1cccc(Cl)c1)NC1CC(=O)N(Cc2ccc(F)cc2)C1 (centres undefined)	-5	-4%	-15%	-22%	-22%	-12%	-2%
Cc1ccncc1C(=O)N1CCC2(CC1)CC(c1ccccc1)C(=O)N2C (centres undefined)	-29*	2%	-21%	-29%	-21%	-11%[11.5 µM]	-5%
COC1CN(C2CCN(C(=O)c3ccc(C)nc3)CC2)C12CCOCC2 (centres undefined)	0	9%	0%	4%	16%	i	-7%
Cc1ccc(NC(=O)CCCn2c(=O)c3cccn3c3cccnc32)cc1C	12	-10%	x	x	28%	x	x
Cc1ccc(S(=O)(=O)NCCc2sc3nc(-c4ccccc4)nn3c2C)cc1C	-6	u	x	x	52%[activator]	x	x
CCOc1ccc(NS(=O)(=O)c2ccc3[nH]c4c(c3c2)CCCCC4)cc1	13	-14%	x	x	u	x	x
Cc1ccc(S(=O)(=O)c2nnn3c2nc(NCc2ccccc2Cl)c2sccc23)cc1	-23	1%	x	x	59%[activator]	x	x

Next section; the last five above are carried over.
SMILES	IP6K1 inhibitor	SNCA viab count	3T3 cytotox	HEK cytotox	SNCA expr inh	GPT2 inh	Luciferase inh
COC1CN(C2CCN(C(=O)c3ccc(C)nc3)CC2)C12CCOCC2 (centres undefined)	0	9%	0%	4%	16%	i	-7%
Cc1ccc(NC(=O)CCCn2c(=O)c3cccn3c3cccnc32)cc1C	12	-10%	x	x	28%	x	x
Cc1ccc(S(=O)(=O)NCCc2sc3nc(-c4ccccc4)nn3c2C)cc1C	-6	u	x	x	52%[activator]	x	x
CCOc1ccc(NS(=O)(=O)c2ccc3[nH]c4c(c3c2)CCCCC4)cc1	13	-14%	x	x	u	x	x
Cc1ccc(S(=O)(=O)c2nnn3c2nc(NCc2ccccc2Cl)c2sccc23)cc1	-23	1%	x	x	59%[activator]	x	x
CCOc1ccc(CN2C[C@@H](COC)[C@H](C(=O)N(C)C)C2)cc1	0	-22%	-7%	0%	-3%	1%	-2%
Cc1ccc(CCNC(=O)CCn2nc(-c3ccc(C)cc3)ccc2=O)cc1	6	2%	x	x	-9%	x	x
O=C(CCS(=O)(=O)c1cc(Br)cc2c1N(C(=O)C1CC1)CC2)Nc1ccc(F)cc1	-6	-10%	x	x	30%	x	x
CS(=O)(=O)Nc1ccc([C@H]2OCC(=O)N(Cc3ccc(F)cc3)[C@@H]2CO)cc1	10	3%[87.6 µM]	-7%[174 µM]	u	3%[87.6 µM]	3%[88.5 µM]	-6%[172 µM]
COCCN1CC2(CCCN(C(=O)c3ccccc3-n3cncn3)C2)CCC1=O (centres undefined)	10	1%	-4%	-10%	-14%	3%	9%
COc1cccc(C(=O)N2CCC(c3nn(-c4ccc(F)cc4)c(=O)[nH]3)CC2)c1	19	-2%	u	-9%	-5%	i	-4%
Cc1ccc(NC(=O)Cn2ccn3nc(-c4ccccc4)c(CO)c3c2=O)cc1C	24	-3%	u	u	-15%	2%	-3%
Cn1cc(C#N)cc1-c1nc(COc2ccccc2)nn1CC(F)(F)F	7	-1%	-1%	-25%	5%	-9%	-7%
Cc1ccc(C)c(C(=O)NC2CCCN(c3cc(-c4ccccc4)[nH]n3)C2)c1 (centres undefined)	0	-4%	u	u	6%	-25%	-18%
CCOc1ccc(NC(=O)C2Cc3ccccc3N2C(=O)c2ccccc2)cc1 (centres undefined)	-11	-4%	x	x	58%[activator]	x	x
Fc1cc(Nc2cnc3ccc(-n4ccnc4)nn23)cc(N2CCOCC2)c1	-24	3%[87.6 µM]	-27%[138 µM]	u	-13%[87.6 µM]	-11%[88.5 µM]	u
CCOc1cc(=O)n2c(c1C(=O)Nc1cc(F)ccc1C)CCCC2	12	-4%	-16%	-15%	2%	0%	0%
CC(C)CN1CCN(c2cc(Cl)ncn2)C(=O)C1	10	4%[87.6 µM]	-33%[138 µM]	u	-27%[87.6 µM]	-4%[88.5 µM]	-8%[172 µM]
CN(C1CCOCC1)C1CCN(C(=O)NCCc2ccccc2)CC1	-3	7%	-17%	4%	34%[activator]	i	-11%
O=C(NCCCn1cccn1)C1CN(S(=O)(=O)c2ccccc2)CC12CCCCC2 (centres undefined)	27	5%	-15%	-16%	2%	i	12%
Cc1oc(-c2cccc(Cl)c2)nc1CN1CCOCC1	10	1%	-3%	-8%	16%	-4%	-10%
Cc1cccc(C)c1NC(=O)Cn1c(=O)n(Cc2ccc(C(=O)NCc3ccco3)cc2)c(=O)c2sccc21	39	-28%	x	x	u	x	x
Cc1cccc(CSc2ccc3nnc(CCNS(=O)(=O)c4ccccc4)n3n2)c1	-3	-17%	x	x	-8%	x	x
COc1ccccc1C(=O)N1CCC(Cc2nc(-c3ccccc3)no2)CC1	13	-3%	u	u	-5%	1%	-7%
Cc1ccccc1C(=O)N1CCN(C(=O)c2cccc(-c3ccccn3)c2)CC1	-3	0%[12.5 µM]	u	u	9%	i	x
COCC(=O)Nc1ccc([C@@H](O)[C@H]2COCC(=O)N2Cc2ccccc2)cc1	-9	5%[87.6 µM]	i	i	13%[87.6 µM]	i	-5%[172 µM]
O=C(NC1CCN(c2cc(-c3ccccc3)[nH]n2)CC1)c1ccsc1	9	4%	-6%	79µM*	116%[activator]	1%	u
OCCCn1cnc2cc(-n3ccnc3-c3cc4n(n3)CCNC4)ccc21	-7	-5%	-6%	-4%	23%	-46%	-4%
CCCc1ccc(CN2CC[C@@H]3[C@@H](CCC(=O)N3CCc3cnc[nH]3)C2)o1	-2	3%	-23%	u	0%	1%	14%
Cn1nc(C(=O)N2CCCN(C(=O)C3CC3)C(c3ccccc3)CC(=O)NCC2)c2ccccc21 (centres undefined)	23	-6%	-9%	-5%	6%	i	1%
O=C(NCCCn1nccc1C1CC1)[C@H]1CNC[C@@H](C(=O)N2CCCC2)C1	9	1%	5%	3%	32%[activator]	-4%	0%
Cc1ccc(NC(=O)N2CCc3c(C(=O)NCc4ccncc4)cccc32)cc1	-8	-6%	-26%	32µM*	u	i	0.56µM*
CCOc1ccc(/C=C/c2nc(C#N)c(N3CCN(c4ccc(OC)cc4)CC3)o2)cc1	-9	3%	x	x	-5%	x	x
CN(C)[C@@H]1CN(C(=O)c2cccc(C#N)c2)C[C@H]1CO	0	1%	-4%	-12%	-3%	i	-1%

4 entries from above, as labelled records.
COCCN1CC2(CCCN(C(=O)c3ccccc3-n3cncn3)C2)CCC1=O (centres undefined)
  IP6K1 inhibitor = 10
  SNCA viab count = 1%
  3T3 cytotox = -4%
  HEK cytotox = -10%
  SNCA expr inh = -14%
  GPT2 inh = 3%
  Luciferase inh = 9%

COc1cccc(C(=O)N2CCC(c3nn(-c4ccc(F)cc4)c(=O)[nH]3)CC2)c1
  IP6K1 inhibitor = 19
  SNCA viab count = -2%
  3T3 cytotox = u
  HEK cytotox = -9%
  SNCA expr inh = -5%
  GPT2 inh = i
  Luciferase inh = -4%

Cc1ccc(NC(=O)Cn2ccn3nc(-c4ccccc4)c(CO)c3c2=O)cc1C
  IP6K1 inhibitor = 24
  SNCA viab count = -3%
  3T3 cytotox = u
  HEK cytotox = u
  SNCA expr inh = -15%
  GPT2 inh = 2%
  Luciferase inh = -3%

Cn1cc(C#N)cc1-c1nc(COc2ccccc2)nn1CC(F)(F)F
  IP6K1 inhibitor = 7
  SNCA viab count = -1%
  3T3 cytotox = -1%
  HEK cytotox = -25%
  SNCA expr inh = 5%
  GPT2 inh = -9%
  Luciferase inh = -7%
